Screening results deposited in PubChem by The Scripps Research Institute Molecular Screening Center.
ZTA DNA inh: ZTA (EBV) inhibition in EBNA-1 counter-screen. P03206. ZTA-DNA binding, fluorescence polarization. inhibition, % at 11 µM. 320,000 compounds, 0.15% hits; in the data active means inhibition above about 33%
PREPL inhibitor: inhibitors of human prolyl oligopeptidase-like enzyme PREPL | 320,000 compounds, 0.68% hits | Q4J6C6 | inhibition, % at 5.96 µM | recombinant PREPL, fluorescence polarization activity-based probe; in the data active means inhibition above about 43%;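 further: 0% = enzyme with DMSO and 100% = wells lacking enzyme; many of its hits are not listed in these tables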
Target sequence (Q4J6C6 whole entry, looked up): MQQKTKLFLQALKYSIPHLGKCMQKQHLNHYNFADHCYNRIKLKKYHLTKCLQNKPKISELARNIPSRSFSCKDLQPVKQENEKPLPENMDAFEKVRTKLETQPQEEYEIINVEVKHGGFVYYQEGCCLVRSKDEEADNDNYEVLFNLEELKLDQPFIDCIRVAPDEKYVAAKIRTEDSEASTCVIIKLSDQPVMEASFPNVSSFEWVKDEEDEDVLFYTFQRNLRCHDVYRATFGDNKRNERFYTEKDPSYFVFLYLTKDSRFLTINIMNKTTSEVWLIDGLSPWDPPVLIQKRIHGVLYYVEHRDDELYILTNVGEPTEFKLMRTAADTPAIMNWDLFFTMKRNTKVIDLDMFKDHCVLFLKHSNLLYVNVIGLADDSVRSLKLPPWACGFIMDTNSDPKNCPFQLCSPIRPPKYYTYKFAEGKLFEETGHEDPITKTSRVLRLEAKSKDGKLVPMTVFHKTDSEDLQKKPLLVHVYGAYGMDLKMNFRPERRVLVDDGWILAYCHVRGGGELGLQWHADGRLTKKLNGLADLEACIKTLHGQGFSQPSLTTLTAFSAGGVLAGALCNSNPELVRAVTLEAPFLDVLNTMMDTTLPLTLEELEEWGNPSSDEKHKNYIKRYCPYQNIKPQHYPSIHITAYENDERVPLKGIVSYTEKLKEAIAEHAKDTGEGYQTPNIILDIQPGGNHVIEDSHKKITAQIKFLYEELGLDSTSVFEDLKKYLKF
PAFAH2 inh: PAFAH2 (human) inhibition. AID 492956. 340,000 compounds, 0.99% hits. Q99487. recombinant PAFAH2, FP-rhodamine activity probe, fluorescence polarization. inhibition, % at 3.39 µM;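 active means inhibition above the mean over all tested compounds plus 3 SD, cut at about 30% in these data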;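 further: inhibitors block probe labeling of enzyme so polarization drops; 0% = enzyme with DMSO and 100% = wells lacking PAFAH2 protein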
LYPLA1 counter: counter-screen for PME1 inhibitors: inhibitors of human LYPLA1 | recombinant LYPLA1, FP-Rh probe fluorescence polarization | O75608 | 320,000 compounds, 0.16% hits | inhibition, % at 5.9 µM;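 active means inhibition above the mean of all tested compounds plus 3 SD, set per campaign, cut at about 14% in these data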;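 further: inhibitors block serine hydrolase probe labeling of LYPLA1 so polarization falls; 0% = enzyme with DMSO and 100% = wells lacking LYPLA1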
LYPLA2 counter: blocks human lysophospholipase 2, a PME1 counter-screen; 320,000 compounds, 0.38% hits; O95372; recombinant LYPLA2, FP-Rh probe fluorescence polarization; inhibition, % at 5.9 µM;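 active means inhibition above the screen-wide mean plus 3 SD, limit set per campaign, cut at about 26% in these data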;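 further: 0% = LYPLA2 with DMSO and 100% = wells lacking LYPLA2 enzyme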
Target sequence (O95372 whole entry, looked up): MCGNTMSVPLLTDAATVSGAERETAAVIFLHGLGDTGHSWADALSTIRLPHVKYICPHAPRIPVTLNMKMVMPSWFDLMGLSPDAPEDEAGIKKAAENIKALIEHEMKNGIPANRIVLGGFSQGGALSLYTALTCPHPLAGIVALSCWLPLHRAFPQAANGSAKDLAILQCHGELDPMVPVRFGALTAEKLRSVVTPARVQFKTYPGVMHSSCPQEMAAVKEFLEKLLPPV
PAFAH1B3 FP inh: blocks human PAF acetylhydrolase 1B catalytic subunit 3; Q15102; recombinant PAFAH1B3, FP-rhodamine probe, fluorescence polarization; inhibition, % at 3.39 µM; 340,000 compounds, 0.28% hits; AID 492972;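 active means inhibition above the screen-wide average of all tested compounds plus 3 SD, cut at about 25% in these data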;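 further: 0% = enzyme with DMSO only and 100% = wells lacking PAFAH1B3 protein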
pPAFAH FP inh: inhibitors of human plasma PAF acetylhydrolase (pPAFAH). Q13093. recombinant pPAFAH, FP-rhodamine probe fluorescence polarization. inhibition, % at 3.39 µM. 330,000 compounds, 1.5% hits. AID 463082;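 active means inhibition above the mean inhibition across the screen plus 3 SD, cut at about 25% in these data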;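 further: inhibitors block binding of the rhodamine activity-based probe so polarization drops; 0% = enzyme with DMSO and 100% = wells lacking pPAFAH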
PAFAH1B2 FP inh: PAFAH1B2 (human) inhibition; P68402; recombinant PAFAH1B2, FP-rhodamine activity probe, fluorescence polarization; inhibition, % at 3.39 µM; 340,000 compounds, 1.2% hits; AID 492953;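 active means inhibition above the mean of all tested compounds plus 3 SD, cut at about 24% in these data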;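 further: 0% = enzyme with DMSO and 100% = wells lacking PAFAH1B2; many of its hits are not listed in these tables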
EBNA-1 inhibitor: blocks EBNA-1 binding to DNA. inhibition, % at 14.8 µM. EBNA-1 DNA binding, fluorescence polarization. 300,000 compounds, 0.34% hits; in the data active means inhibition above about 28%
Numbers without * were called inactive; · = no result given; & = joins results of further samples. Only part of the results is shown; rates above refer to the full screens.

Preview (three entries):
nr | mol | ZTA DNA inh | PREPL inhibitor | PAFAH2 inh | LYPLA1 counter | LYPLA2 counter | PAFAH1B3 FP inh | pPAFAH FP inh | PAFAH1B2 FP inh | EBNA-1 inhibitor
1 | COc1cccc(N2CCN(C3CC(=O)N(c4ccc(F)c(Cl)c4)C3=O)CC2)c1 (stereo not given) | -6 | 2 | 0 | 3 | 2 | 0 | 9 | 6 | -8
2 | CCOC(=O)NC(=O)/C(C#N)=N\Nc1cccc(Cl)c1 | 11 | 3 | 1 | 3 | -1 | -3 | 9 | -2 | 1
3 | CNS(=O)(=O)c1ccc(C)cc1 | 23 | 0 | 2 | -1 | -8 | 2 | 4 | 1 | 24

Results, previewed entries included:
nr | mol | ZTA DNA inh | PREPL inhibitor | PAFAH2 inh | LYPLA1 counter | LYPLA2 counter | PAFAH1B3 FP inh | pPAFAH FP inh | PAFAH1B2 FP inh | EBNA-1 inhibitor
1 | COc1cccc(N2CCN(C3CC(=O)N(c4ccc(F)c(Cl)c4)C3=O)CC2)c1 (stereo not given) | -6 | 2 | 0 | 3 | 2 | 0 | 9 | 6 | -8
2 | CCOC(=O)NC(=O)/C(C#N)=N\Nc1cccc(Cl)c1 | 11 | 3 | 1 | 3 | -1 | -3 | 9 | -2 | 1
3 | CNS(=O)(=O)c1ccc(C)cc1 | 23 | 0 | 2 | -1 | -8 | 2 | 4 | 1 | 24
4 | CC(C)C(NC(N)=O)C(=O)NC1CCCCC1 (stereo not given) | -17 | 7 | · | -2 | -8 | · | -4 | · | -23
5 | COc1cc2ncnc(NCc3ccc(C)o3)c2cc1OC | -9 | 5 | 3 | -2 | 2 | -2 | 2 | 7 | -3
6 | C[C@H](CO)N1C[C@H](C)[C@@H](CN(C)S(=O)(=O)c2ccc(F)cc2)Oc2c(NS(=O)(=O)c3ccccc3)cccc2C1=O | · | 7 | 1 | · | · | 7 | 2 | 7 | ·
7 | COc1ccc(NC(=S)N2CCCC2)cc1OC | -12 | -1 | -1 | -3 | -5 | -1 | 1 | 4 | -8
8 | O=c1c2oc3ccccc3c2[nH]c(=S)n1-c1ccccc1 | -7 | -5 | -4 | 2 | -1 | 15 | 5 | 2 | 10
9 | c1ccc(-c2nnc(CSc3nc4ccccc4[nH]3)o2)cc1 | 8 | -8 | 10 | -5 | 0 | 6 | 0 | 5 | -10
10 | Cc1ccc(C)c(N2CN(Cc3ccco3)CNC2=S)c1 | -6 | -6 | 6 | -3 | -5 | 2 | 3 | -6 | -8
11 | COc1ccc(/C=N/Nc2nc3ccccc3[nH]2)c(OC)c1OC | -2 | 5 | 0 | 0 | 9 | 12 | 9 | 4 | -3
12 | CN1C(=O)C(=O)/C(=C(/O)c2ccc(Br)cc2)C1c1ccc(Cl)cc1 (stereo not given) | 1 | 4 | -2 | -7 | -2 | 4 | 5 | 5 | -9
13 | COc1ccc(Nc2nc3c(c(=O)n(C)c(=O)n3C)n2CCO)cc1 | 6 | 8 | 4 | -3 | -6 | 7 | 2 | 6 | 8
14 | COc1ccccc1Oc1ncnc2sccc12 | 0 | 13 | 3 | -1 | 2 | 0 | -2 | 2 | -4
15 | COc1ccc(CN2C(=O)c3ccccc3C2=O)cc1C(=O)N(C)CC(=O)Nc1ccc(F)cc1 | 13 | -2 | 0 | -5 | -1 | 2 | 5 | 6 | ·
16 | CCN(CC)CCCNC(=S)N1CCN(c2nc(-c3ccccc3)cs2)CC1 | -11 | 38 | -14 | -1 | 4 | 10 | 2 | -2 | -4
17 | CCOC(=O)C1CCN(C(=O)CCc2nc3sc4c(c3c(=O)[nH]2)CCCC4)CC1 | 2 | 26 | 9 | -5 | -8 | 1 | 16 | -12 | 6
18 | CC(=O)N1CCC(C(=O)c2ccc(Cl)cc2)CC1 | -13 | -6 | 3 | -2 | -5 | 6 | -2 | 4 | -4
19 | CC(C)(C)NC(=O)Cn1cc(C#N)c2cc(Br)ccc21 | -5 | -2 | 8 | 2 | 11 | 4 | 1 | 3 | 3
20 | CC(Sc1nc(-c2ccco2)nc2c1c(=O)n(C)c(=O)n2C)C(=O)O (stereo not given) | 16 | 5 | -7 | 1 | 2 | 7 | 3 | 3 | 12
21 | COc1cc(OC)cc(-c2cc3nc(C)cc(N4CCN(C(=O)c5ccco5)CC4)n3n2)c1 | 17 | 4 | · | 3 | 4 | · | 4 | · | 1
22 | Cc1ccc(CNC(=O)c2ccc(N3CCC4(CC3)CC(c3cccc(Br)c3)=NO4)c(NC(=O)c3ccc(Br)cc3)c2)cc1 | · | -14 | -12 | · | · | -11 | -4 | -7 | ·
23 | CCOc1ccc(CCNC(=O)COC(=O)CNS(=O)(=O)c2ccc(NC(C)=O)cc2)cc1OCC | -2 | 1 | 3 | 0 | -4 | -6 | -6 | -3 | -4
24 | CCn1cc([N+](=O)[O-])c(C(=O)N2CCOCC2)n1 | -6 | 2 | 0 | -4 | -7 | 4 | -2 | 1 | 16
25 | Cc1ccc(NC(=O)CNc2cccc(S(=O)(=O)N3CCCCC3)c2)cc1F | 3 | -4 | -5 | -3 | -8 | 2 | 31* | -2 | 10
26 | COc1cc(NC(=O)c2cccs2)c(OC)cc1NC(=O)c1cccs1 | -3 | 11 | 0 | 0 | 1 | -3 | 5 | 1 | 2
27 | O=C(c1ccncc1)c1ccc(Br)cc1 | -3 | -2 | -8 | -1 | 7 | 5 | 2 | -2 | -9
28 | COC(=O)C1CCN(C(=O)COC(=O)c2n[nH]c3ccccc23)CC1 | -12 | 16 | 9 | 3 | 9 | 11 | 1 | 0 | -10
29 | COC(=O)CSc1nc(C)c(C(C)=O)cc1C#N | 8 | -1 | -3 | -4 | -3 | 8 | 7 | 5 | 2
30 | COc1ccc(OC)c(NC(=O)COC(=O)c2ccc(S(=O)(=O)N3CCOCC3)cc2)c1 | -2 | 13 | -3 | 2 | 10 | 4 | 1 | 1 | 11
31 | N=C1/C(=C\c2ccc(-c3cccc(C(=O)O)c3)o2)C(=O)N=C2SC=C(c3ccccc3)N12 | -8 | 23 | 35* | -12 | -5 | 29* | 55* | 31* | 32*
32 | CCn1c(SCC(=O)N2CC(C)OC(C)C2)nc2c([nH]c3ccccc32)c1=O (stereo not given) | 6 | 6 | 5 | 1 | 0 | 4 | -2 | 0 | 5
33 | COc1ccc2[nH]c(=O)c(CN(C(=O)C3CCCO3)c3ccc(C)c(C)c3)cc2c1 (stereo not given) | -11 | 9 | 0 | 1 | 5 | 5 | 6 | 7 | -9
34 | CC(NC(=O)c1ccccc1SCC(=O)N1CCCC1)c1ccccc1 (stereo not given) | 8 | 6 | -5 | 1 | 3 | 2 | 3 | 2 | 9
35 | CCN(CC(=O)NC1CCS(=O)(=O)C1)C(=O)c1cc(OC)c(OC)c(OC)c1 (stereo not given) | -10 | 2 | 1 | -3 | 4 | 4 | 6 | 1 | ·
36 | COc1cccc(CNC(=O)COC(=O)c2c(NC(C)=O)sc(C)c2C)c1 | · | 19 | 6 | · | · | 2 | -2 | 6 | ·
37 | CC(C)CN(C(=O)COC(=O)c1cnccn1)c1c(N)n(Cc2ccccc2)c(=O)[nH]c1=O | -3 | 13 | -4 | -3 | 5 | -1 | 4 | 3 | -12
38 | CCOC(=O)c1ccccc1NC(=S)N1CCN(C2CCCCC2)CC1 | -8 | 0 | 0 | -3 | -4 | -1 | -5 | 9 | 4
39 | CCOC(=O)c1cnc2cc(C)nn2c1-c1ccccc1 | -14 | -1 | -3 | 1 | 12 | 8 | 6 | 10 | 7
40 | NCCCC[C@H](N[C@@H](CCc1ccccc1)C(=O)O)C(=O)N1CCC[C@H]1C(=O)O | 12&9 | -2&-4 | 1&-8 | 1&-1 | 0&0 | 5&8 | 1&2 | -7&3 | -3&5
41 | COc1ccccc1NS(=O)(=O)c1cc(NC(=O)c2cc[n+]([O-])cc2)ccc1N1CCCC1 | -15 | 12 | 10 | -4 | -6 | 5 | 9 | 2 | -3
42 | CCN(CC)C(=O)CN1C(=O)C2CC=C(Cl)CC2C1=O (stereo not given) | 11 | 3 | 2 | 1 | -2 | 9 | 2 | 8 | 5
43 | COC(=O)CN(c1cc(OC)ccc1OC)S(=O)(=O)c1ccc(OC)c(OC)c1 | 15 | 0 | -2 | 1 | -1 | 4 | 1 | 1 | 5
44 | CN(CCC#N)C(=O)COC(=O)/C=C/c1ccc2c(c1)OCO2 | 7 | 4 | 3 | -1 | -4 | 3 | 3 | 2 | -1
45 | O=c1ccnc(Nc2ccc([N+](=O)[O-])cc2)[nH]1 | 13 | 4 | 3 | 2 | 0 | 12 | 4 | 8 | 2

Another view of three compounds above.
Values in the order: ZTA DNA inh	PREPL inhibitor	PAFAH2 inh	LYPLA1 counter	LYPLA2 counter	PAFAH1B3 FP inh	pPAFAH FP inh	PAFAH1B2 FP inh	EBNA-1 inhibitor
34	CC(NC(=O)c1ccccc1SCC(=O)N1CCCC1)c1ccccc1 (stereo not given)
    8	6	-5	1	3	2	3	2	9
39	CCOC(=O)c1cnc2cc(C)nn2c1-c1ccccc1
    -14	-1	-3	1	12	8	6	10	7
40	NCCCC[C@H](N[C@@H](CCc1ccccc1)C(=O)O)C(=O)N1CCC[C@H]1C(=O)O
    12&9	-2&-4	1&-8	1&-1	0&0	5&8	1&2	-7&3	-3&5

Further structures follow.
nr | mol | ZTA DNA inh | PREPL inhibitor | PAFAH2 inh | LYPLA1 counter | LYPLA2 counter | PAFAH1B3 FP inh | pPAFAH FP inh | PAFAH1B2 FP inh | EBNA-1 inhibitor
46 | CC(C)NC(=O)NC(=O)COC(=O)c1ccc(F)cc1F | -2 | 11 | 6 | -2 | 4 | 11 | 9 | 2 | 12
47 | CCOc1ccc(CNC(=O)c2ccc(NC(=O)C3=CSCCO3)cc2)cc1 | 14 | 4 | -5 | -3 | -7 | 0 | 4 | 2 | 9
48 | Cn1c(=O)n(C)c2cc(NC(=O)c3ccccc3[N+](=O)[O-])c(Br)cc21 | 0 | 8 | 3 | -1 | 0 | 1 | -2 | 1 | 1
49 | CCn1c(C)c(C)c2cc(C(=O)NCCCN3CCN(C)CC3)ccc21 | 4 | -2 | -8 | -4 | -4 | 3 | 2 | -4 | 3
50 | O=C(CC1C(=O)NCCN1CC(c1ccccc1)c1ccccc1)NCC1CCOCC1 (stereo not given) | 4 | -6 | 3 | 0 | -1 | 10 | 1 | 5 | -4
51 | COc1cc(OC)cc(-c2nc(=S)n3ccsc3n2)c1 | -3 | 4 | -5 | -1 | -4 | -5 | 1 | -6 | -2
52 | NS(=O)(=O)c1ccc(S(=O)(=O)c2ccccc2)nc1 | 7 | 6 | · | 0 | 6 | · | -1 | · | 0
53 | CCCCSc1nc2ccc(Nc3nc(N4CCOCC4)nc(N4CCOCC4)n3)cc2s1 | 21 | 2 | -8 | -2 | -4 | -1 | 3 | 1 | 3
54 | O=C(/C=C/c1ccccc1)NC1CCS(=O)(=O)C1 (stereo not given) | 12 | 4 | -8 | -1 | -2 | 9 | 1 | 1 | 9
55 | COc1ccc(-c2nc(/C=C3\C(C)=Nc4ccccc43)c(O)o2)cc1 | -12 | 25 | 5 | -7 | -7 | 8 | 14 | 0 | 7
56 | O=S(=O)(c1ccc(-c2ccon2)s1)N1CCN(c2ccccn2)CC1 | 7 | -52 | -1 | -2 | -7 | 10 | 1 | 5 | 13
57 | CC1(C)CC(=O)C=C(CN2C(=O)c3ccccc3C2=O)C1=O | -6 | 1 | -6 | 2 | 4 | 12 | 7 | 2 | ·
58 | Cc1ccccc1Nc1nc(N)nc(COC(=O)c2ccc([N+](=O)[O-])o2)n1 | -17 | 7 | 1 | 2 | 3 | 7 | 2 | 1 | ·
59 | COc1cc(OC)c(C#N)c(S(=O)Cc2ccccc2)c1 (stereo not given) | 15 | -1 | -13 | -2 | -4 | 1 | 1 | -7 | 13
